TrxR1 substrate – substrates of rat thioredoxin reductase 1; 390,000 tested, 0.01% active; Potency, µM (top dose mostly 114 µM), inactives show top-dose activity change, negative = substrate turnover; O89049; purified TrxR1 substrate turnover, NADPH consumption readout; also: potency is read from the fitted curve at half-maximal effect; % is scaled to controls: 0 for no effect and ±100 for the full control effect; nearly all actives have a fitted effect of over 50% in size
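Rat TrxR1, dispensed at 90 nM, was prereduced with 400 uM NADPH (final) for 5 min at ~22 deg C, then incubated with compound 15 min before 400 uM selenite. A first-read NADPH fluorescence drop versus no-compound background flagged substrates.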
TRHR PAM – allosteric enhancers of human TRH receptor. enhancement, % at 2 µM. 360,000 tested, 0.66% active. TRHR cells, fluo-8 calcium fluorescence, EC20 TRH enhancement. AID 493056. P34981; in the data active = enhancement above about 30%; also: 0% is about no effect
Target sequence (P34981 whole entry, looked up): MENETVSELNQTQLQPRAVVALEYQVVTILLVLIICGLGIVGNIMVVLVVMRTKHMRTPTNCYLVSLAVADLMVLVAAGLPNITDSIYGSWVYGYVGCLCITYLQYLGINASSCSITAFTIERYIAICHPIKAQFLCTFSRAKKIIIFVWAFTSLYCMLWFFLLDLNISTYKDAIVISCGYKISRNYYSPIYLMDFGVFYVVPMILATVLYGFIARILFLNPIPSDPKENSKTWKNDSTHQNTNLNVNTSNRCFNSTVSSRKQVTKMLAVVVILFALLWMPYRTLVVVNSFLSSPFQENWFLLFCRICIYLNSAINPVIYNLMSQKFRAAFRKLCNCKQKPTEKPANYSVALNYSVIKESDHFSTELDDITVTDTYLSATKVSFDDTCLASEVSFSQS
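Enhancer read-out: after compound pinning and an initial kinetic agonist-mode read, an EC20 of TRH (10 nM final) was injected and fluo-8 calcium signal (Ex 480/Em 530) followed at 1 s/cycle for 100 cycles in TRHR-expressing cells.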
rTrxR1 inhibitor – inhibitors of rat thioredoxin reductase 1. 390,000 tested, 1% active. O89049. recombinant rTrxR1, NADPH fluorescence consumption, selenite substrate. Potency, µM (doses to about 114 µM), for inactives: at the top dose activity change, negative = inhibition, most hits filed as inhibitors; also: potency is read from the fitted curve at half-maximal effect; % is scaled to controls: 0 for no effect and ±100 for the full control effect; nearly all actives have a fitted effect of over 65% in size
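Rat TrxR1 (90 nM in the dispensed reagent) was pre-reduced with 400 uM NADPH for 5 min at room temperature, then incubated with compound for 15 min. After 400 uM selenite was added, NADPH fluorescence (Ex 340/Em 450 nm) was followed for 8 min.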
USP1-UAF1 inh – USP1/UAF1 (human) deubiquitinase inhibition; O94782; recombinant USP1/UAF1, Ub-Rhodamine cleavage fluorescence; Potency, µM (top dose mostly 57.1 µM), for the others: top-dose activity change, negative = inhibition, most hits filed as inhibitors; 390,000 tested, 0.23% active; AID 743255; also: potency is read from the fitted curve at half-maximal effect; % is scaled to controls: 0 for no effect and ±100 for the full control effect; nearly all actives have a fitted effect of over 60% in size; inactives centre near -12
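High-throughput fluorogenic screen: 1nM USP1/UAF1 complex, Ub-Rho substrate 150nM final, 50mM HEPES pH 7.8 with 0.5mM EDTA, 0.1 mg/ml BSA, 1mM TCEP and 0.01% Tween-20.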
IDH1 R132H inh – blocks human mutant IDH1 R132H enzyme; O75874; IDH1-R132H enzyme, NADPH consumption, diaphorase/resazurin fluorescence; Potency, µM (highest dose often 76.6 µM), for the others: at the highest dose activity change, negative = inhibition, hits mostly inhibitors; 390,000 tested, 0.093% active; AID 602179; also: potency is read from the fitted curve at half-maximal effect; % is scaled to controls: 0 for no effect and ±100 for the full control effect; nearly all actives have a fitted effect of over 65% in size
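IDH1-R132H (0.5 ug/mL dispensed) in pH 7.5 Tris buffer was preincubated 30 min with compound, then given a substrate mix of 0.016 mM NADPH and 2 mM alpha-KG for 80 min at room temperature; remaining NADPH was read by diaphorase/resazurin fluorescence.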
D2 ag – activates the human D2 dopamine receptor; P14416; HEK293 T-REx D2 cells, calcium flux agonist mode; activation, % at 2 µM; 340,000 tested, 0.53% active; AID 485358;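 active = activation over 3 SD above normal in the single-dose calcium agonist read, cut at about 30% in these data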; also: 0% is about no effect
Target sequence (P14416 whole entry, looked up): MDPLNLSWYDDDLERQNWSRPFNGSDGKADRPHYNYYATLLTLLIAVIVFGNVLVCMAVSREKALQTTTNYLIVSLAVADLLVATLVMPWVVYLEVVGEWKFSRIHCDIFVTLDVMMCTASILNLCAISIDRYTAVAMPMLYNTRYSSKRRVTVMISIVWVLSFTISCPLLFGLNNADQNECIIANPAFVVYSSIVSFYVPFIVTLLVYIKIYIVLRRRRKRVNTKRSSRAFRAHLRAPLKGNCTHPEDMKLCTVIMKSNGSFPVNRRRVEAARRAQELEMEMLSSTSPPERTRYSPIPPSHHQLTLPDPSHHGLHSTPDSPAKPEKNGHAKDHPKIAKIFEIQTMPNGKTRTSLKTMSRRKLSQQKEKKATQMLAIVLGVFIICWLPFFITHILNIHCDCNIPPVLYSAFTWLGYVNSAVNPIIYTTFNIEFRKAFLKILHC
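Tetracycline-induced HEK293 T-REx cells with force-coupled D2 receptor, plated overnight at 30 C, loaded with no-wash calcium dye. After a 10 s baseline, compound was pin-added and calcium flux read kinetically for 180 s; calcium rises flagged agonists.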
PI4K2A inh – inhibitors of human PI4K2A; Q9BTU6; purified PI4K2A, ADP-Glo luminescence, 1 h; active compounds read low; activity change, negative = inhibition, % at 76.9 µM; 420,000 tested, 0.13% active; AID 1346378; in the data active = activity change below about -50%; inconclusive = mostly about -30% to -49%;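 also: -100% = wells without enzyme as full effect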
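PI4K2A activity was measured by ADP-Glo luminescence: enzyme (4 ug/mL stock) and phosphatidylinositol (1.2 mM stock) in Tris pH 7.5/MgCl2/EGTA/Triton X-100 buffer were reacted with ATP (300 microM stock) for one hour at ambient temperature.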
TRHR agonist – agonists of human TRH receptor | P34981 | TRHR cells, calcium flux fluo-8, FDSS agonist mode | activation, % at 2 µM | 360,000 tested, 0.18% active | AID 493084; in the data active = activation above about 30%; also: 0% is about no effect
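Fluo-8-loaded TRHR cells; 10 s baseline, compound added, kinetic Ca2+ fluorescence read 1/s, agonist mode.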
D2 antag – antagonists of human D2 dopamine receptor. P14416. HEK293 TREx D2 cells, calcium flux, dopamine EC80. inhibition, % at 10 µM. 340,000 tested, 2% active. AID 485344; in the data active = inhibition above about 30%; also: 0% is about no effect
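Measurement of antagonist activity uses fluorescent calcium dye in inducible HEK293 T-REx D2 cells: 10 s baseline, compound addition with 180 s read, EC80 dopamine addition with a further 180 s read.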
An asterisk follows results filed as active; ? = inconclusive; nt = not tested or not shown; & = joins results of further samples; [ ] = dose if it differs, or a comment. Unless noted, calls follow the shape of the dose curve; as a rule, active = well fitted inhibition curve with a large enough effect; inconclusive = small, poorly fitted or top-dose-only effect; inactive = no such curve, though single readings can be large or run the other way.

SMILES	TrxR1 substrate	TRHR PAM	rTrxR1 inhibitor	USP1-UAF1 inh	IDH1 R132H inh	D2 ag	PI4K2A inh	TRHR agonist	D2 antag
COc1cccc(NC(=O)c2ccc(-n3cnnn3)cc2)c1	5%	-7	12%	-10%	5%	0.1	-1	-0.2	23
O=C(Nc1ccc(C(F)(F)F)cc1)C1=NN(C2CCS(=O)(=O)C2)C(=O)CC1 (stereo unspecified)	4%	-3	22%	-7%	-10%	0.5	-7	2.0	-6
CCOC(=O)N1CCc2c(sc(NCc3cccc(F)c3)c2C(=O)Nc2ccc(OC)cc2OC)C1	0%[57.1 µM]	0	4%[57.1 µM]	?	16%	0.1	-28	-0.2	nt
CC1CCCCC1NC(=O)CCCCCn1c(=S)[nH]c2ccsc2c1=O (stereo unspecified)	0%	23	-9%	-25%	3%	-0.6	1	-0.4	4
CC(=O)c1cccc(S(=O)(=O)N(C)C2CCN(C)CC2)c1	6%	6	-12%	-25%	-5%	0.0	2	0.1	0
O=C(c1ccc2c(=O)n(CCc3ccccc3)c(=O)[nH]c2c1)N1CCN(c2ccc(F)cc2)CC1	2%&-5%	2&0	17%&9%	-24%&-2%	-8%&0%	-0.3&-1.9	-1&2	-0.4&-0.7	0
CCOc1cccc(/C=N/N2CCN(c3ccc(Cl)cc3)CC2)c1O	-2%	-11	24%	-27%	0%	-1.2	3	-0.4	8
O=c1cc(-c2ccccc2)[nH]n1-c1nc2ccccc2[nH]1	-6%	1	-25%	-20%	0%	0.2	-24	0.3	1
COc1ccc(NC(=O)[C@H](C)NC(=O)C2CCN(S(=O)(=O)c3ccc(C)cc3)CC2)cc1	7%	-3	?	-19%	3%	0.6	-2	5.1	-9
Nc1[nH]c(=O)[nH]c(=O)c1N=Cc1ccccc1	276%[57.1 µM]	nt	91%[57.1 µM]	-20%	3%	nt	-19	nt	nt
Cc1nc(CCNC(=O)C2CCC(=O)N(Cc3ccc(Cl)cc3)C2)sc1C (stereo unspecified)	5%	-9	10%	-12%	2%	nt	-17	1.1	nt
O=C(NCc1cccs1)C(Cc1ccccc1)NS(=O)(=O)c1cccs1 (stereo unspecified)	-1%	-3	3%	-23%	0%	nt	3	0.3	nt

Ordered by molecular weight (ascending): 3 of the compounds above.
SMILES	TrxR1 substrate	TRHR PAM	rTrxR1 inhibitor	USP1-UAF1 inh	IDH1 R132H inh	D2 ag	PI4K2A inh	TRHR agonist	D2 antag
CC(=O)c1cccc(S(=O)(=O)N(C)C2CCN(C)CC2)c1	6%	6	-12%	-25%	-5%	0.0	2	0.1	0
O=C(Nc1ccc(C(F)(F)F)cc1)C1=NN(C2CCS(=O)(=O)C2)C(=O)CC1 (stereo unspecified)	4%	-3	22%	-7%	-10%	0.5	-7	2.0	-6
O=C(NCc1cccs1)C(Cc1ccccc1)NS(=O)(=O)c1cccs1 (stereo unspecified)	-1%	-3	3%	-23%	0%	nt	3	0.3	nt

The results go on:
SMILES	TrxR1 substrate	TRHR PAM	rTrxR1 inhibitor	USP1-UAF1 inh	IDH1 R132H inh	D2 ag	PI4K2A inh	TRHR agonist	D2 antag
COc1ccc(-c2ccc(SC)nn2)cc1	8%[57.1 µM]	23	14%[57.1 µM]	-8%	14%	-0.1	-72*	-0.9	-7
O=C(CSc1nnc(-c2cccnc2)n1CCN1CCCCC1)Nc1cccc(Cl)c1	-11%	2	-9%	5%	0%	-0.4	-5	-0.3	-11
COc1ccc(C2CC(c3c(-c4ccccc4)c4cc(Cl)ccc4[nH]c3=O)=NN2S(C)(=O)=O)cc1OC (stereo unspecified)	6%	4	12%	-23%	0%	nt	-14	0.4	nt
CCN(CC)C(=O)c1sc2c(c1C)c(=O)n(-c1ccc(C)c(C)c1)c(=O)n2Cc1cc(=O)n2ccccc2n1	6%[57.1 µM]	11	7%[57.1 µM]	-10%	16%	0.4	-5	-0.2	nt
Cc1ccc(NC(=O)CNC(=O)c2cccs2)c(O)c1	1%	-2	15%	-7%	1%	0.9	1	0.0	-1
CCOc1ccc(NC(=S)NCc2ccc3[nH]c(C)cc3c2)cc1	-10%	1	-12%	-15%	6%	-0.7	7	0.1	18
Cc1ccc(NC(=O)c2ccc(OCc3c(C)noc3C)cc2)nc1	0%	3	21%	-14%	0%	-1.3	-2	0.2	34*
Nc1nc(SCC(=O)Nc2ccc([N+](=O)[O-])cc2Br)n[nH]1	-6%	1	-9%	-22%	5%	0.6	-5	-0.1	2
COc1ccc(C(=O)Cn2c(=N)n(C)c3ccccc32)cc1	-1%[57.1 µM]	-5	3%[57.1 µM]	-9%	7%	0.6	-2	0.1	13
Cn1c(=O)n(CC(=O)O)c(=O)c2c1nc1n2CCCN1c1ccc(Cl)cc1	-3%	-1	16%	-24%	13%	-1.2	-1	1.4	nt
Cc1nn(-c2nc(-c3ccccc3)cc(C(F)(F)F)n2)c(C)c1Cl	-3%	-7	6%	-7%	-3%	0.9	2	2.1	nt
Cc1cc(N2CCN(c3ncccn3)CC2)nc2c(C)cccc12	13%[57.1 µM]	-1	21%[57.1 µM]	?	4%	0.4	-2	1.3	2
CCn1c(SCC(=O)Nc2ccc(C(C)=O)cc2)nc2ccccc21	6%	16	9%	-17%	0%	-0.1	2	-0.8	19
CCOC(=O)C(=CNNc1ccsc1C(=O)OC)C(=O)OCC	1%	9	-18%	-17%	-14%	1.1	1	-1.8	-4
O=C(O)C1CCN(Cc2cccnc2)CC1	3%	6	16%	-3%	7%	18	1	0.2	-3
Oc1c(Br)cc(/C=N/n2c(-c3ccccc3)n[nH]c2=S)c(O)c1Br	-16%	-3	?	-23%	-2%	-0.1	-4	0.2	4
Cc1ccc(S(=O)(=O)N/N=C\c2ccc(C)o2)cc1	6%	6	-29%	-17%	3%	-0.5	0	-0.2	-2
CC(NC(=O)c1ccc2nc[nH]c2c1)c1ccccc1 (stereo unspecified)	-3%[57.1 µM]	-1	7%	-1%	9%	2.1	-16	0.2	-5
O=C(NCC(=O)N(c1ccc(F)cc1)C(C(=O)NC1CCCC1)c1cccnc1)c1cccs1 (stereo unspecified)	2%	-8	21%	-18%	7%	-0.1	-2	-0.2	-1
O=C(O)c1ccc(CS(=O)c2cccc(C(F)(F)F)c2)o1 (stereo unspecified)	3%	3	1%	-15%	0%	-1.2	-2	0.2	7
CC(C)CC1(C)NC(=O)N(CC(=O)Nc2ccc(F)c(F)c2F)C1=O (stereo unspecified)	-6%	nt	-3%	-19%	3%	nt	1	nt	nt
Cc1ccc(NC(=O)CCC(=O)N/N=C/c2ccc([N+](=O)[O-])o2)cc1C	6%	-4	?	-10%	2%	0.0	4	-0.4	-9
COc1cccc(-n2c(C)nn(CCOc3ccccc3)c2=O)c1	-6%[57.1 µM]	11	22%[57.1 µM]	-13%	5%	-0.6	2	0.3	0
COc1ccc(NC(=O)Nc2nnc(-c3ccco3)s2)cc1	5%	0	19%	-21%	7%	1.0	-5	0.0	3
COC(=O)c1cn(CC(=O)NCc2ccco2)c2ccccc12	-5%	-2	-6%	-6%	2%	nt	0	0.3	nt
Cn1c(SCC(=O)NNC(=O)Cc2ccccc2)nnc1-c1ccc(Cl)cc1	0%	-3	2%	2%	7%	nt	-6	0.5	nt
COc1ccc(C)cc1NS(=O)(=O)c1ccc2c(c1)CCCN2C(C)=O	6%[57.1 µM]	-5	21%[57.1 µM]	-1%	0%	1.4	-2	0.0	nt
O=C(CNCc1ccc(F)cc1)Nc1ccc(C(=O)N2CCCCC2)cc1	3%	-4	-1%	-9%	0%	0.5	4	0.8	23
CCS(=O)(=O)c1nc(S(=O)(=O)c2ccc(C)cc2)c(N2CCC(O)CC2)s1	-8%	6	-6%	-6%	-7%	2.1	-8	0.4	8
CN(Cc1cnccn1)C(=O)c1cc(COc2cccc(C(F)(F)F)c2)on1	-6%	-2	0%	-17%	-14%	-1.5	7	0.4	-2
CCOC(=O)/C(=C/Nc1ccccc1)[N+](=O)[O-]	-11%	-5	-18%	-2%	1%	-1.0	-2	0.1	18

Entries above containing an aryl methoxy group:
SMILES	TrxR1 substrate	TRHR PAM	rTrxR1 inhibitor	USP1-UAF1 inh	IDH1 R132H inh	D2 ag	PI4K2A inh	TRHR agonist	D2 antag
COc1cccc(NC(=O)c2ccc(-n3cnnn3)cc2)c1	5%	-7	12%	-10%	5%	0.1	-1	-0.2	23
CCOC(=O)N1CCc2c(sc(NCc3cccc(F)c3)c2C(=O)Nc2ccc(OC)cc2OC)C1	0%[57.1 µM]	0	4%[57.1 µM]	?	16%	0.1	-28	-0.2	nt
COc1ccc(NC(=O)[C@H](C)NC(=O)C2CCN(S(=O)(=O)c3ccc(C)cc3)CC2)cc1	7%	-3	?	-19%	3%	0.6	-2	5.1	-9
COc1ccc(-c2ccc(SC)nn2)cc1	8%[57.1 µM]	23	14%[57.1 µM]	-8%	14%	-0.1	-72*	-0.9	-7
COc1ccc(C2CC(c3c(-c4ccccc4)c4cc(Cl)ccc4[nH]c3=O)=NN2S(C)(=O)=O)cc1OC (stereo unspecified)	6%	4	12%	-23%	0%	nt	-14	0.4	nt
COc1ccc(C(=O)Cn2c(=N)n(C)c3ccccc32)cc1	-1%[57.1 µM]	-5	3%[57.1 µM]	-9%	7%	0.6	-2	0.1	13
COc1cccc(-n2c(C)nn(CCOc3ccccc3)c2=O)c1	-6%[57.1 µM]	11	22%[57.1 µM]	-13%	5%	-0.6	2	0.3	0
COc1ccc(NC(=O)Nc2nnc(-c3ccco3)s2)cc1	5%	0	19%	-21%	7%	1.0	-5	0.0	3
COc1ccc(C)cc1NS(=O)(=O)c1ccc2c(c1)CCCN2C(C)=O	6%[57.1 µM]	-5	21%[57.1 µM]	-1%	0%	1.4	-2	0.0	nt
